Assay outcomes from PubChem.
Rab9 promoter act – activates the Rab9 promoter; Huh7 Rab9 promoter-luciferase reporter, luminescence, 24 h; Potency, µM (series often up to 9.22 µM), without a hit: top-dose activation, negative = inhibition, actives largely listed as activators; hit rate 2.8% among 320,000; AID 485297; note: potency is the fitted concentration of half-maximal effect; % of control where 0% means no effect; nearly all actives have a fitted effect of over 60% in size
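Luminescence read-out: Huh7 cells stably expressing Rab9-luciferase, treated 24 h with compound at 37 °C, then lysed with luciferase reagent for 10 min at ambient before reading.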
Gal4-VP16 FLuc – counter-screen for ROR gamma inhibitors: Gal4-VP16 reporter | Drosophila S2 Gal4-VP16 UAS-luciferase, luminescence, 20 h | Potency, µM (titrated, usually from 53.6 µM), for the others: at the top dose activity, negative = inhibition, actives largely listed as inhibitors | hit rate 3.5% among 310,000 | AID 2546;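 note: Gal4-VP16 expression switched on by copper sulfate through the metallothionein promoter; potency is the fitted concentration of half-maximal effect; % is set by controls: 0 for no effect and ±100 for the full control effect; nearly all actives have a fitted effect of over 50% in size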
NPC1 prom act – NPC1 promoter activation | Potency, µM (titrated, usually from 9.22 µM), inactives show at the highest dose activation, most hits filed as activators | Huh7 NPC1 promoter luciferase reporter, 24 h | hit rate 2.4% among 320,000;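 note: potency is the fitted concentration of half-maximal effect; % of control where 0% means no effect; nearly all actives have a fitted effect of over 60% in size; reporter is driven by a mutant NPC1 promoter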
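Luminescence read-out of NPC1 promoter-driven luciferase in stably transfected Huh7 cells; compounds delivered in DMSO and left 24 h at 37C, 5% CO2, qHTS titration format.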
FLuc modulator – inhibits or activates purified firefly luciferase, miR-21 counter-screen; purified FLuc, Km substrates, luminescence inhibition; hit rate 6.9% among 360,000; P08659; Potency, µM (series often up to 57.5 µM), without a hit: at the top dose activity change, negative = inhibition, hits mostly inhibitors;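 note: potency is the fitted concentration of half-maximal effect; plate controls were vehicle for no effect and reference inhibitor for full effect; nearly all actives have a fitted effect of over 55% in size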
Target sequence (P08659 whole entry, looked up): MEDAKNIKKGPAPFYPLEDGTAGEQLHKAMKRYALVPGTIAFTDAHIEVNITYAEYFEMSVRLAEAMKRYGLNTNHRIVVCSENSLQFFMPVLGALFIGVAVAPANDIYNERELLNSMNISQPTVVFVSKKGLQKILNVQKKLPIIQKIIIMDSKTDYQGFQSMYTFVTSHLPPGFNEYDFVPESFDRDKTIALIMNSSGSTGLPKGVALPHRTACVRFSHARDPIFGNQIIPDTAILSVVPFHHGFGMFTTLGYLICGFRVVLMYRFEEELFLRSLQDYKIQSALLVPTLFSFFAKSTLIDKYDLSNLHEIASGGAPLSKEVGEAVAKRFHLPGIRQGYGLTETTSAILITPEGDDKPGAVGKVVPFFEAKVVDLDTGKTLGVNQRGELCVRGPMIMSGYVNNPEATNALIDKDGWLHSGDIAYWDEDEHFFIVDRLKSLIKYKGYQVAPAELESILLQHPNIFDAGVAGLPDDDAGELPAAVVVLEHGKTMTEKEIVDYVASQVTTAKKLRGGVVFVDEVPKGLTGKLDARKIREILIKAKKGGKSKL
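Biochemical qHTS of compounds, final roughly 60 µM downward over six points, against 10 nM purified firefly luciferase using Km concentrations of substrates (10 uM D-luciferin, 10 uM ATP) in Tris acetate pH 7.5 buffer; luminescence output.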
Mito fusion act – mitochondrial division inhibition or fusion activation. S. cerevisiae fusion-defective mutant growth rescue, CellTiterGlo 48 h. Potency, µM (top dose mostly 46.1 µM), without a hit: top-dose growth rescue (activation), most hits filed as activators. hit rate 0.23% among 320,000. AID 485298;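 note: potency is the fitted concentration of half-maximal effect; % of control where 0% means no effect; nearly all actives have a fitted effect of over 45% in size; temperature-sensitive fusion mutants such as fzo1-1 at 37 °C on non-fermentable ethanol glycerol medium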
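Temperature-sensitive fusion-defective S. cerevisiae (e.g. fzo1-1, mgm1-5) were grown with compound in YPEG medium (3% ethanol, 3% glycerol) for 48 hours at 37C. Growth rescue was measured as viability by CellTiterGlo luminescence after 10 minutes at ambient.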
Menin MLL FP TR – displaces Texas Red mutant MLL peptide from human menin; Menin + Texas Red MLL mutant peptide, fluorescence polarization; Potency, µM (doses to about 61.6 µM), for inactives: top-dose FP activity change, negative = inhibition, actives largely listed as inhibitors; hit rate 0.23% among 270,000; AID 1768; active = well fitted inhibition curve with a large enough effect in the polarisation, with a control signal flat, not every such curve was filed as active; inconclusive = small, poorly fitted or top-dose-only effect, or effect the other way, or a change in a side signal; inactive = no such curve, though single readings can be large or run the other way; the % refers to the polarisation; note: potency is the fitted concentration of half-maximal effect; % of control where 0% means no effect; many of its hits are not listed in these tables
RORgamma inh – ROR gamma (mouse) transcription inhibition; Potency, µM (titrated, usually from 53.6 µM), inactives show at the highest dose activity change, negative = inhibition, hits mostly inhibitors; hit rate 5.4% among 310,000; Drosophila S2 Gal4-RORgamma UAS-luciferase reporter, 20 h; P51450; AID 2551; note: potency is the fitted concentration of half-maximal effect; % is set by controls: 0 for no effect and ±100 for the full control effect; nearly all actives have a fitted effect of over 60% in size
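ROR gamma transcriptional activity was tracked as Gal4-UAS luciferase output in stably transfected Drosophila Schneider cells, with compound added 1 hr before 700 uM copper sulfate induction and a 20 hr ambient-temperature incubation.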
KCNH2 3.1 block – KCNH2 3.1 (human) potassium channel inhibition; U2OS KCNH2 3.1, thallium flux FluxOr; stronger effect = lower value; activity change, % (tested at about 1.8 µM); hit rate 0.95% among 340,000;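 active = maximum activity change below -70%; inconclusive = maximum activity change from -70% to -50%; inactive = maximum activity change above -50%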;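 note: thallium influx rate constant from kinetic fluorescence after stimulation buffer; % is set by controls: 0 for no effect and ±100 for the full control effect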
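Normalized rate constant (relative to positive and negative DMSO controls) derived from a 2 min kinetic fluorescence read after stimulation; U2OS cells expressing the 3.1 isoform via virus at 1.77 x 10^8 /mL.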
PKM2 activator – activators of human pyruvate kinase M2; P14618; purified PKM2, Kinase-Glo ATP luminescence, activation; response scale: 0% is enzyme alone, no compound; Potency, µM (top dose mostly 57.5 µM), without a hit: at the highest dose activation, hits mostly activators; hit rate 0.34% among 260,000; AID 1631; note: potency is the fitted concentration of half-maximal effect; % is set by controls: 0 for no effect and ±100 for the full control effect; nearly all actives have a fitted effect of over 55% in size
Target sequence (P14618 whole entry, looked up): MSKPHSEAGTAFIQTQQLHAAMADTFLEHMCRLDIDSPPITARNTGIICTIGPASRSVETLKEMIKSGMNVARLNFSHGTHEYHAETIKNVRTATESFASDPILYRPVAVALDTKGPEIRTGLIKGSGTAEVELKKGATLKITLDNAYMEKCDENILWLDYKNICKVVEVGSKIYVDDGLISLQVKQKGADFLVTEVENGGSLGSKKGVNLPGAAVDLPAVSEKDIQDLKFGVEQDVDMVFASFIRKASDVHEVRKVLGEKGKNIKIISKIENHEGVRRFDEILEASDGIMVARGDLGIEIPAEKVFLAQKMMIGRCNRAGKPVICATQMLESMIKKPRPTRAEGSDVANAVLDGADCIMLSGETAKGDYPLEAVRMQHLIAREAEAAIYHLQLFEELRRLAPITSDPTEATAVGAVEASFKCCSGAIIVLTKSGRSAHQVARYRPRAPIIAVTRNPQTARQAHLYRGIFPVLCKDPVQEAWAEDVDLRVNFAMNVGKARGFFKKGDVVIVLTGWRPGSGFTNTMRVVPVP
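Purified hPK-M2 (>95% pure) converted ADP (0.1 mM final) to ATP with 0.5 mM PEP in 50 mM imidazole pH7.2, KCl, MgCl2, Tween 20, BSA; 1 h at room temperature. ATP detected by Kinase-Glo luminescence.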
ELG1 repair inh – inhibitors of ELG1-dependent DNA repair in HEK293T cells. Potency, µM (doses to about 46.1 µM), inactives show at the top dose activity change, negative = inhibition, actives largely listed as inhibitors. hit rate 2.3% among 330,000. HEK293T ELG1-luciferase reporter, luminescence, 16 h; DNA damage induced by 5-fluorouridine. AID 504467; note: potency is the fitted concentration of half-maximal effect; % is set by controls: 0 for no effect and ±100 for the full control effect; nearly all actives have a fitted effect of over 55% in size
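Step one: seed 2,000 cells per well. Step two: pin-transfer compound or DMSO alongside 5-fluorouridine. Step three: incubate 16 hr, 37 °C, 5% CO2. Step four: add ONE-Glo, wait 30 min, read luminescence.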
MBNL1 CUG block – MBNL1-poly(CUG) RNA binding inhibition; Q9NR56; TR-FRET MBNL1-His/biotin-(CUG)12 binding, 665/545 ratio; Potency, µM (highest dose often 57.5 µM), for inactives: at the highest dose activity change, negative = inhibition, usual class: inhibitors; hit rate 0.036% among 280,000; AID 2675; active = well fitted inhibition curve with a large enough effect in the signal ratio, with a control signal flat, not every such curve was filed as active; inconclusive = small, poorly fitted or top-dose-only effect, or effect the other way, or a change in a side signal; inactive = no such curve, though single readings can be large or run the other way; the % refers to the signal ratio; note: potency is the fitted concentration of half-maximal effect; % is set by controls: 0 for no effect and ±100 for the full control effect
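Compound titration spanned 92 nM–58 uM against the MBNL1-His/biotin-(CUG)12 complex. After 60 min at room temperature with 5 nM streptavidin-XL665 and 0.055 ng/ul terbium anti-His, ratiometric 665/545 nm emission (Ex 340 nm) normalized to controls.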
* marks the source's active call; other numbers are inactive results; ? = inconclusive; nt = not tested or not shown; & = joins results of further samples; [ ] = remark or other dose. Unless noted, calls come from the whole dose curve; as a rule, active = well fitted curve in the direction sought with a large enough effect; inconclusive = small, poorly fitted or top-dose-only effect, or another doubt; inactive = no such curve, though single readings can be large; an effect the other way counts as inactive or inconclusive. These rows are one share of the data. The share of hits here may be higher or lower than overall.

SMILES	Rab9 promoter act	Gal4-VP16 FLuc	NPC1 prom act	FLuc modulator	Mito fusion act	Menin MLL FP TR	RORgamma inh	KCNH2 3.1 block	PKM2 activator	ELG1 repair inh	MBNL1 CUG block
CC(C(=O)N(C)CC(=O)Nc1ccccc1C(F)(F)F)N1C(=O)c2ccccc2C1=O (centres undefined)	0.6%	nt	-1.8%	-1.6%	1.9%	nt	nt	0.7	nt	4.1%	nt
CCn1c(CCNC(=O)c2ccc(Cl)cc2)n[nH]c1=S	1.5%	-5.1%	-2.8%	3.9%	-1.8%	-6.5%	0.7%	7.6	-19.9%	8.5%	-3.2%
CC(OC(=O)c1cc(S(=O)(=O)N2CCOCC2)ccc1Br)C(=O)N1CCOCC1 (centres undefined)	0.8%	nt	-2.4%	5.5%	-0.6%	nt	nt	5.2	nt	-7.2%	nt
CC1(C)CN(c2ccc(Br)cc2Br)C1=O	-0.7%	-2.1%	-3.8%	-17.9%	3.9%	-9.5%	2.0%	-6.9	0.5%	-3.3%	nt
COc1ccc(OC)c(C(=O)COC(=O)c2cc(C)oc2C)c1	0.2%	26.2%	-4.1%	-17.4%	9.9%	-1.9%	?	3.4	2.1%	2.4%	1.3%
Cc1cc(C)n(-c2ncnc3c2oc2ccccc23)n1	7.1%	4.0%	9.9%	-18.7%	1.2%	-0.7%	25.8%	-0.5	-1.1%	-24.9%	-12.3%
CC(C)(C)NCC(=O)c1c[nH]c2ccccc12	3.6%	-3.2%	2.9%	3.7%	-2.3%	nt	0.7%	nt	-2.1%	1.1%	-3.2%
O=C(N/N=C/c1ccc(OCCCF)cc1)c1cc(OCC(F)(F)F)ccc1OCC(F)(F)F	0.3%	?	-5.1%	-0.1%	1.7%	-0.7%	-38.3%	-7.7	0.1%	23.8%	-1.6%
CC(C)C(=O)NC(=S)Nc1ccc(S(=O)(=O)Nc2ccccc2)cc1	-0.4%	7.7%	-3.6%	9.5%	0.6%	2.9%	-2.8%	-6.8	6.8%	-0.1%	-19.0%
COc1ccc(OC)c(/C=N/NC(=O)c2cc3c(OC)cccc3[nH]2)c1	3.2%	-1.7%	8.2%	?	-3.5%	nt	-0.6%	-0.9	-0.1%	0.4%	16.6%
COCCNC(=O)c1cc(Br)ccc1Cl	-3.1%	-7.9%	-1.7%	3.2%	-1.9%	-24.4%	20.6%	2.8	-21.1%	7.4%	-6.1%
CC1(C)C2CCC1(C)C(OCCNCCOC(=O)Nc1ccccc1)C2 (centres undefined)	-0.9%	-3.3%	0.6%	4.2%	25.0%	nt	-15.9%	31.6	4.6%	-8.2%	-4.8%
Cc1ccc(C(=O)N2CCCC(CCC(=O)NCc3ccc(F)c(F)c3)C2)cn1 (centres undefined)	-2.3%	?	9.8%	-19.4%	4.5%	15.3%	34.0%	-46.4	-1.6%	?	-2.5%
CCCC1CC(CSc2ncn[nH]2)OC1=O (centres undefined)	0.1%	-10.0%	-2.6%	0.5%	-11.9%	2.9%	-4.3%	-1.6	-0.3%	-7.3%	2.6%[11.5 µM]
N#Cc1cccc(S(=O)(=O)Nc2c(NC3CCCCC3)c3ccccc3oc2=O)c1	-0.9%	-0.6%	-2.0%	2.4%	0.8%	nt	-29.8%	-20.5	nt	9.1%	-0.7%
CCOc1ccc(OCCCC(=O)ON=C(N)c2ccccc2C)cc1	-4.0%	nt	-29.8%	-1.1%	19.3%	nt	nt	-15.6	nt	?	nt
O=C(/C=C/c1ccc(S(=O)(=O)N2CCOCC2)cc1)NC(=S)Nc1ccc(Cl)cc1Cl	-1.5%	11.6%	0.0%	1.3%	-1.0%	-15.6%	11.2µM*	3.5	1.7%	5.8%	9.7%
Cc1occc1-c1nnc(SCc2nc3ccccc3c(=O)n2CC#N)n1C	5.7%	-8.0%	2.3%	1.1%	-0.8%	-6.7%	0.9%	-6.1	6.1%	3.1%	0.6%
CC(=O)Nc1ccc(N=Nc2c(C)[nH]n(C(N)=S)c2=O)cc1	?	-0.1%	29.1%	15.1µM*	2.9%	7.7%	3.98µM*	-13.6	3.7%	?	?
Nn1c(SCC(=O)Nc2ccc(F)cc2)nnc1-c1ccccn1	2.1%	-20.3%	2.1%	-12.7%	-1.9%	-5.3%	10.8%	2.1	-10.9%	-2.2%	-3.9%
CC(=O)N1CCC(N(CCN2CCOCC2)C(=S)Nc2cc(C)cc(C)c2)CC1	4.8%	-9.8%	-1.5%	-1.4%	-1.1%	2.9%	?	-1.6	4.4%	-16.1%	1.1%
CCCc1ccc2oc(C(=O)N3CCC[C@H]3CO)c(C)c2c1	3.16µM*	4.5%	6.31µM*	10.7µM*	2.0%	?	?	16.0	1.1%	?	1.7%
C=C(C)C1Cc2nc(N)nc(C)c2C1 (centres undefined)	8.5%	-1.3%	0.9%	-0.5%	-0.2%	-9.9%	-3.8%	13.9	18.5%	6.8%	4.6%
Cc1cc(O)c(C(C)C)cc1N=Nc1ccccc1C(=O)O	-9.3%	-1.7%	-2.0%	?	4.0%	nt	1.5%	-10.8	-5.8%	?	?
O=C(N/N=C/c1c(Cl)cccc1Cl)c1cccc(F)c1	24.2%	?	12.2%	-6.8%	-4.3%	15.4%	?	7.7	1.2%	?	-3.4%
COc1ccc(C=O)cc1OC(=O)N1CCOCC1	-7.5%	-4.0%	-0.4%	0.8%	-1.6%	-5.4%	15.7%	-16.5	nt	12.7%	-5.9%
CN(c1ccccc1)S(=O)(=O)c1cccc(NC(=O)Cc2ccc(Cl)cc2)c1	-4.1%	nt	-2.8%	-14.1%	?	nt	nt	-3.1	nt	?	nt
COC(Cc1nnc(SC)n1-c1ccccc1)OC	12.3%	4.0%	-8.9%	2.4%	-1.5%	-15.0%	4.8%	34.5	-1.3%	10.4%	-5.6%
O=C(CSc1ncc(-c2ccc(F)cc2)[nH]1)N1CCCCC1	?	24.4%	28.0%	?	-3.6%	10.2%	-10.0%	-4.2	7.0%	?	-8.2%
Cc1ccc(CC(=O)Nc2ccc(S(=O)(=O)Nc3nccc(C)n3)cc2)cc1	-1.2%	-2.0%	-5.1%	8.8%	0.8%	-1.5%	12.1%	2.8	-3.8%	3.7%	-6.6%
CCN(CC)CCCN(Cc1cc2cc(OC)ccc2[nH]c1=O)C(=O)Nc1ccccc1	-2.7%	3.4%	1.5%	-3.8%	20.0%	nt	0.7%	-26.5	-11.3%	?	-5.0%
O=C(Cn1cc(C(F)(F)F)ccc1=O)Nc1cccc(S(=O)(=O)N2CCOCC2)c1	0.0%	-9.2%	-5.2%	-0.8%	-1.3%	-17.3%	18.0%	12.7	9.3%	14.6%	-19.7%
Cc1cc(C)cc(NC(=O)CSc2nc3c(c(=O)[nH]2)CN(Cc2ccc(F)cc2)CC3)c1	0.7%	-0.3%	-0.7%	-1.3%&-0.1%	-3.9%	17.4%	21.9%	3.4	-5.1%	12.3%	-8.9%
Nc1nc(SCc2ccc(Cl)cc2Cl)nc2nc3c(cc12)CCCC3	0.2%	?	-1.9%	-9.0%	1.9%	-4.6%	?	-3.3	-4.3%	-1.3%	nt
CCOC(=O)C1CCN(CC(O)COCc2ccc(Cl)cc2)CC1 (centres undefined)	-3.0%	-1.4%	2.7%	0.6%	-1.3%	nt	7.7%	?	nt	-7.3%	-6.2%
Cc1cc(C)c2c(=O)[nH]c(SCC(=O)Nc3ccc(Br)cc3)nc2n1	0.3%	3.6%	-3.1%	-9.2%	-5.5%	?	-7.0%	3.6	7.7%	20.5%	3.6%
CC(C)Cn1c(-c2cccs2)nc2nc3ccccc3nc21	2.4%	9.3%	-1.2%	?	15.6%	9.4%	-5.9%	2.3	-3.1%	?	?
C=CCn1c(=O)c(C(=O)NC2CC2)c(O)c2cc(OC)c(OC)cc21	0.1%	1.6%	0.2%	-1.3%	4.6%	6.4%	-16.3%	31.9	-4.2%	-3.9%	0.9%
O=C1C=C(NCc2ccc(Cl)c(Cl)c2)C2(CCCCC2)O1	-5.5%	1.1%	2.1%	2.3%	8.4%	21.5%	?	4.3	1.2%	?	-7.1%
Cc1cc(/C=N/NC(=O)c2cccnc2)c(C)n1CC(C)C	2.82µM*	-18.2%	?	7.57µM*	-5.3%	3.7%	?	-0.1	-1.9%	?	-3.9%
Cc1nnc(SCC(=O)NCC2COc3ccccc3O2)s1 (centres undefined)	-3.7%	nt	0.0%	0.3%	-1.1%	nt	nt	6.4	nt	?	nt
COc1ccccc1N1C(=O)S/C(=C\c2cccs2)C1=O	25.8%	-6.3%	?	1.8%	2.0%	?	-29.4%	-27.2	2.6%[11.5 µM]	12.1%	-4.3%
